AGP1 TOR yeast = modulators of AGP1-GFP expression in yeast TOR pathway, primary screen, cell-based, multiplex flow cytometry, S. cerevisiae, MLPCN library; GFP response vs DMSO, % at 10 µM; 320,000 compounds, 0.02% hits; 3 h; GFP as percent of DMSO wells;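 active means GFP response relative to DMSO above a set limit, near screen average plus 3 SD, cut at about 150% in these data; inconclusive means fewer than 70 cells counted for the yeast strain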;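 further: median GFP channel fluorescence of the gated AGP1 strain per well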
MEX-5 binding = MEX-5 zinc finger RNA-binding disruptors – biochemical, C. elegans, fluorescence polarization, MLPCN library, primary screen; activity score (negative = inhibition of binding), % at 10 µM; AID 1832, 2009; Zinc finger protein mex-5 (Caenorhabditis elegans), Q9XUB2; 300,000 compounds, 0.38% hits; MEX-5/FITC-TCR2 RNA binding; active compounds read low;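 active means inhibition past about -25% in most replicates, and total fluorescence under double the plate's negative control median, limit read from the data; inconclusive means replicates evenly split on the limit, or fluorescence at least double controls; inactive means too little inhibition in most replicates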;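 further: 0% = DMSO and -100% = 5 µM competing unlabeled TCR2 RNA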
Target sequence (Q9XUB2 whole entry, looked up): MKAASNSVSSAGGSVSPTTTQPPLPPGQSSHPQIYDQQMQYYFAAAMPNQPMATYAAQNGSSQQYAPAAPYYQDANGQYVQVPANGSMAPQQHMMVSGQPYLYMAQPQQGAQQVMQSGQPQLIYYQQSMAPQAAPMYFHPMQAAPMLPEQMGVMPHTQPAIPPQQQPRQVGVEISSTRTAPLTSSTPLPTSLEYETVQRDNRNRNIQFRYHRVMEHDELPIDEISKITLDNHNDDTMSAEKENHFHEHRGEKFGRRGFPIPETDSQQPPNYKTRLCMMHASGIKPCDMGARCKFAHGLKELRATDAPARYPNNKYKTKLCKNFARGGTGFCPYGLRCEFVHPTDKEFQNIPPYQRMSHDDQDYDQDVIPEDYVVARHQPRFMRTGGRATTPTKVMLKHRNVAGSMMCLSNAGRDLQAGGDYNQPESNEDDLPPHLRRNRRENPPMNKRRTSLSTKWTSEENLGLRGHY
Fam108B counter = mouse Fam108B serine hydrolase inhibitors, primary screen, counter-screen for RBBP9 inhibitor project, biochemical, fluorescence polarization. AID 1947, 2009. 300,000 compounds, 0.33% hits. recombinant Fam108B, FP-Rh probe fluorescence polarization. inhibition, % at 9.51 µM;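 active means inhibition above the screen mean inhibition plus 3 SD, computed separately per campaign, cut at about 18% in these data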;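 further: inhibitors lower polarization as less probe binds the enzyme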
CIT2 TOR yeast = modulators of CIT2-GFP expression in yeast, primary screen, S. cerevisiae, GFP fusion, multiplex flow cytometry, MLPCN library | S. cerevisiae CIT2-GFP strain, 3 h; 100 means same as DMSO wells | GFP response vs DMSO, % at 10 µM | 320,000 compounds, 0.065% hits | AID 2029, 2009;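 active means GFP response relative to DMSO above a set limit, near the screen mean plus 3 SD, cut at about 150% in these data; inconclusive means Fewer than 70 cells measured for a yeast strain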;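 further: ratio of well median GFP fluorescence to mean of DMSO wells on the plate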
VLA-4 inh = inhibition in human VLA-4 binding assay, primary screen, VLA-4 allosteric modulator project, MLPCN library, flow cytometry, VLA-4 expressing cells; ligand binding flow cytometry; inhibition, % (about 7 µM as worked out from the volumes in the protocol); 330,000 compounds, 0.2% hits; in the data active means inhibition above about 50%
GRK2 aptamer HTS = compounds blocking aptamer binding on GRK2 – biochemical, human GRK2, bead flow cytometry, HTS, primary screen; FAM-aptamer displacement from GRK2; 330,000 compounds, 0.59% hits; inhibition of aptamer binding, % at 10 µM; AID 488847, 2010; Beta-adrenergic receptor kinase 1 (Homo sapiens), P25098;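 active means inhibition of aptamer binding above 40%, roughly 3 SD of noise, on plates passing a quality check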;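 further: median bead fluorescence of bound FAM aptamer so fluorescent compounds give negative values; no value below 0 was filed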
GLD-1 TGE inh = GLD-1/TGE RNA complex disruptors, primary screen, biochemical, fluorescence polarization; purified GLD-1 + fluorescein TGE RNA; inhibition, % at 5.96 µM; 320,000 compounds, 0.44% hits; AID 2280, 2010;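 active means percent inhibition above a per-plate cutoff, the plate mean of test compounds plus 3 SD, cut at about 30% in these data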;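 further: 0% = DMSO wells with GLD-1 and probe and 100% = wells lacking GLD-1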
Target sequence (Q17339 whole entry, looked up): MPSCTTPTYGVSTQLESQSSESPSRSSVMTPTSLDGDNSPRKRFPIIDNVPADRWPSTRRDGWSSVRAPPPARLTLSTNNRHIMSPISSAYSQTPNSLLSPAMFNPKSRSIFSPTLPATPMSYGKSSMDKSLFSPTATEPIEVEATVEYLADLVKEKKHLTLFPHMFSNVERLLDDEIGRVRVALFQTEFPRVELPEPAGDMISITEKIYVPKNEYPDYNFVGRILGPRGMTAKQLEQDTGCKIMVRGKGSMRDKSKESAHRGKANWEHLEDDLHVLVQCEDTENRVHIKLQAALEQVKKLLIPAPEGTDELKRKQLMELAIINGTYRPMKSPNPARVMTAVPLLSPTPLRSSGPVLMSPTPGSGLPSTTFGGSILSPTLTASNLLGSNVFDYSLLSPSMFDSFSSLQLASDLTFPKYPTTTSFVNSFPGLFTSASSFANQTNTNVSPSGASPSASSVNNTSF
MCL1-BIM inh = inhibitors of MCL1 binding to BIM-BH3, primary screen, biochemical, fluorescence polarization; Induced myeloid leukemia cell differentiation protein Mcl-1 (Homo sapiens), Q07820; GST-MCL1 / FITC-Bim-BH3 fluorescence polarization; inhibition, % at 10.9 µM; 320,000 compounds, 0.68% hits; AID 2057, 2009;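 active means inhibition above the mean inhibition of all tested compounds plus 3 SD, set per campaign, cut at about 40% in these data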;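 further: 0% = DMSO wells and 100% = unlabeled Bim-BH3 peptide control; higher means more loss of mP so more displacement of Bim peptide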
BCLXL inh = inhibitors of human Bcl-xL, primary screen, biochemical, fluorescence polarization, HTS; 320,000 compounds, 0.7% hits; inhibition, % at 10.9 µM; GST-Bcl-xL / FITC-Bim BH3 peptide fluorescence polarization; Bcl-2-like protein 1 (Homo sapiens), Q07817;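 active means inhibition above the mean of all tested compounds plus 3 SD, cutoff set per campaign, cut at about 30% in these data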;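 further: 0% = DMSO wells and 100% = unlabeled Bim-BH3 peptide competitor; inhibitors lower millipolarization by displacing the labeled peptide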
An asterisk follows results filed as active; i = inactive; ? = inconclusive; nt = no result given.

SMILES	AGP1 TOR yeast	MEX-5 binding	Fam108B counter	CIT2 TOR yeast	VLA-4 inh	GRK2 aptamer HTS	GLD-1 TGE inh	MCL1-BIM inh	BCLXL inh
Cc1c(N=Cc2ccc(Br)s2)cccc1[N+](=O)[O-]	95.5	-0.7	4.1	87.9	9.0	4.0	-6.0	0.8	-2.4
COCCn1c(C)cc(C(=O)Cn2nc(C(=O)O)c3ccccc3c2=O)c1C	105.4	-0.8	0.7	106.3	1.0	3.0	3.0	3.7	5.6
C=CCC1NS(=O)(=O)OC(CCc2ccccc2)C1O (centres undefined)	81.0	2.8	1.7	83.9	8.5	0.0	0.9	11.3	-0.5
COc1ccc(NC(=O)c2ccc(N3C(=O)C4CC=C(Cl)CC4C3=O)cc2)cc1 (centres undefined)	95.2	2.5	-1.8	98.4	3.6	0.0	3.2	1.8	0.7
CCOc1ccccc1NC(=O)N1CCCC1C(=O)Nc1ccc(-n2cnnn2)c(C)c1 (centres undefined)	101.4	1.0	1.3	95.2	18.3	1.0	1.7	1.6	6.4
Cc1ccc(Sc2cc(N3CCOCC3)nc(-c3ccccc3)n2)cc1	98.1	0.5	-0.5	96.7	7.5	0.0	3.3	3.9	3.0
Cc1cccc(-n2c(Cn3nc(C)c([N+](=O)[O-])c3C)n[nH]c2=S)c1	101.9	-2.4	-2.4	101.4	-4.6	0.0	1.9	-3.1	-8.8
CSc1ccc(S(=O)(=O)NCCCOC(C)C)cc1	95.7	0.7	-1.5	96.3	20.1	2.0	4.3	3.2	0.1
Cc1cc(C)n(S(=O)(=O)c2ccc(C)c(C)c2C)n1	95.1	0.8	-1.9	90.5	4.3	0.0	4.2	-1.2	2.1
CC(C)C(=O)N1CCN(C2=NS(=O)(=O)c3ccccc32)CC1	111.0	nt	0.7	107.4	1.1	4.0	-1.3	-2.8	-6.2
COc1ccc(NC(=O)C(c2ccccc2)N(C)C(=O)c2ccc(=O)[nH]c2)cc1 (centres undefined)	103.7	0.1	-1.0	93.7	10.0	0.0	2.0	9.4	0.1
CNC(=S)N(CCc1c(C)[nH]c2ccc(F)cc12)Cc1cccnc1	101.7	-0.4	3.4	96.6	5.8	0.0	4.8	4.4	8.0
Cc1ccc(Cn2nc(C)cc2C(=O)Nc2ccccc2Cl)cc1	97.0	1.7	-0.4	101.4	-11.4	0.0	-5.5	2.5	-0.4
COCCN(C(=O)COC(=O)c1ccccc1Cc1ccccc1)c1c(N)n(Cc2ccccc2)c(=O)[nH]c1=O	90.5	-0.8	-0.8	73.2	2.6	0.0	-0.7	-0.8	-0.8
CC1CCCN(S(=O)(=O)c2ccc3c(c2)CCN3C(=O)C2CCC2)C1 (centres undefined)	107.5	-0.2	2.1	100.4	0.2	3.0	6.8	-6.4	-2.5
CCOc1ccc(C2NC(=S)NC3=C2CCc2ccccc23)cc1 (centres undefined)	102.9	-0.2	-0.5	88.1	-5.3	0.0	-2.7	-14.6	-15.1
COc1ccc(-c2noc3c2-c2nc(-c4cccc(C)c4)sc2CC3)cc1	81.8	1.5	-4.6	68.5	44.4	1.0	2.0	-5.2	-1.8
O=S(=O)(c1ccccc1)c1nc(-c2cccs2)oc1NCc1cccnc1	99.6	nt	nt	102.7	5.4	0.0	3.8	3.8	0.6
C=CCn1c(SCC(=O)c2c(N)n(C)c(=O)n(C)c2=O)nnc1-c1ccccc1F	105.1	0.0	6.2	99.5	12.8	2.0	9.4	-6.2	-2.9
CCOC(=O)c1ccccc1N/C=C1\CCCCC1=O	92.8	1.6	-3.5	93.7	5.3	0.0	1.2	2.3	5.7
Cc1nc2ccccc2c2oc(C(=O)Nc3ccc4c(c3)OCCO4)cc12	99.5	-28.3*	-1.4	95.6	-10.6	2.0	5.7	-6.0	5.9
O=C(c1cccc(N2C(=O)C3C4C=CC(C4)C3C2=O)c1)N1CCN(c2ccccc2F)CC1 (centres undefined)	74.9	0.9	0.1	102.3	2.3	1.0	-3.3	0.2	3.1
COc1cccc2sc(Nc3nc(C)c(C(C)=O)s3)nc12	108.7	-3.4	4.0	95.5	14.7	4.0	2.0	7.9	1.8
N#CC(c1ccccc1)N(CCCCl)C(=O)c1ccc(Br)cc1 (centres undefined)	98.5	-0.8	0.5	97.9	-14.0	0.0	-3.2	4.2	2.1
O=C(NC1CCCC1)c1ccc(CSc2nc3ccncc3n2Cc2ccc(F)cc2)cc1	91.8	0.9	-4.5	99.4	i	0.0	-6.3	5.9	9.6
C#CCOCCOCCOCCNc1nc(N2CCN(C(=O)Cn3cc(CCCN=C(N)N)nn3)CC2)nc(N2CCN(C(=O)[C@H]([C@@H](C)CC)n3cc(CCCCN)nn3)CC2)n1	110.6	nt	-3.8	101.5	4.3	0.0	8.9	-9.4	-1.5
COC(=O)c1ccc(COc2cccc(C)c2C)cc1	104.2	-1.2	-4.9	101.7	3.2	0.0	4.5	-0.8	-0.1
CCCNC(=O)C(=O)Nc1ccc(N(C)C)cc1	92.6	0.0	0.4	94.2	9.7	0.0	2.1	6.8	12.0
Cc1ccccc1OCC(=O)Nc1ccccc1-c1ccccc1NC(=O)COc1ccccc1C	93.9	-2.5	0.1	99.0	13.9	4.0	6.8	-10.2	-2.2
O=C(Cc1c[nH]c2ccccc12)Nc1ccc(N2CCOCC2)cc1	96.8	0.3	-1.6	94.9	10.8	3.0	2.8	-7.2	-6.2
Cc1nn(CC(=O)NCc2ccc(Cl)cc2)c(C)c1[N+](=O)[O-]	84.4	0.1	-1.7	88.7	-44.3	7.0	-5.5	0.9	-2.4
CC(C)(C)OC(=O)N1C[C@H](O)C[C@H]1C(=O)OCC(=O)c1ccc([N+](=O)[O-])cc1	94.3	0.4	2.9	92.2	6.4	0.0	-7.9	1.6	0.7
O=C(Nc1ccccc1)c1cccc(N2C(=O)C3C4CC(C(Br)C4Br)C3C2=O)c1 (centres undefined)	101.8	0.4	-1.1	101.9	3.6	2.0	4.0	-0.8	0.5
COc1ccc(NC(=O)CSc2n[nH]c(-c3ccncc3)n2)c([N+](=O)[O-])c1	97.0	-4.0	nt	108.4	-13.8	2.0	nt	nt	nt
O=C(CCC(=O)N1CCN(c2ccccc2)CC1)Nc1nnc(C2CCCCC2)s1	108.3	0.7	2.4	103.5	-0.9	1.0	-1.1	2.0	4.0
CCn1nc(C)cc1C(=O)N1CCCC(CCC(=O)NCc2ccccc2F)C1 (centres undefined)	105.1	-2.2	3.5	100.8	1.2	2.0	3.9	7.9	10.2
CCCCc1ccc(S(=O)(=O)N2CCN(C(=O)c3ccco3)CC2)cc1	89.3	2.9	-1.2	77.0	25.1	1.0	-4.0	-5.2	0.2
COC(=O)NCC(c1cccnc1)N1CCN(c2ccccc2)CC1 (centres undefined)	104.7	-0.5	-1.9	103.0	-7.1	0.0	-2.4	6.0	4.4
Cc1ccc(NS(=O)(=O)c2cc(C(=O)N3CCOCC3)ccc2C)cc1	102.3	-0.1	1.1	101.3	1.6	0.0	-6.3	4.0	1.6
Cc1ccc(CCNC(=O)c2ccc(CS(=O)(=O)Cc3ccc(F)cc3)o2)cc1	106.0	-0.7	1.7	117.4	6.2	0.0	1.3	-3.1	0.7
Nc1ccc2nc(-c3ccccc3)c(-c3ccccc3)nc2c1	98.9	-40.0*	5.5	108.4	-6.9	2.0	73.3*	59.7*	48.6*
CC(C)CN(C(=O)CSc1nn(-c2ccc(Cl)cc2)c(=S)s1)C1CCS(=O)(=O)C1 (centres undefined)	100.6	1.2	-10.5	97.6	1.3	1.0	7.5	-3.7	-1.6
COc1cc(/C=N\NC(=O)C2C(=O)NCC2c2ccccc2)cc(OC)c1O (centres undefined)	98.7	-1.2	-2.5	102.3	1.8	0.0	-5.1	18.5	8.0
CN(Cc1cccc(F)c1)C(=O)CN1C(=O)NC2(CCc3ccccc32)C1=O (centres undefined)	98.1	nt	nt	97.9	3.6	0.0	-3.4	-12.0	0.3
Cc1cc(N(C)NC(=S)Nc2ccccc2)nc(C)n1	95.4	2.2	1.4	94.9	20.9	0.0	-1.3	8.0	3.9
O=c1oc(-c2ccccc2)cc(Cl)c1Cl	?	-0.9	-9.4	?	3.2	0.0	5.8	6.2	2.6
CN(Cc1ccc(F)cc1)C(=O)c1cccc(S(=O)(=O)NCc2ccccc2)c1	107.3	1.7	3.5	109.2	-6.9	1.0	-6.4	1.0	9.9
COc1ccc(OC)c2sc(N3CCCCC3)nc12	89.1	1.5	-2.2	83.0	15.2	0.0	3.9	3.1	2.6
Cc1ccc(S(=O)(=O)/N=c2\scc(C)n2C)cc1	89.4	0.5	-0.8	109.0	-0.8	0.0	-4.7	9.0	0.3
OC1(c2ccccc2Cl)NN=C2CCCCCN21 (centres undefined)	106.9	-0.6	-0.7	109.1	6.3	0.0	7.1	0.1	1.5
C[C@@]12C(=O)N(c3cccc(F)c3)C(=O)N1[C@H](c1ccc(Cl)cc1)[C@@H]1C(=O)N(C3CCCCC3)C(=O)[C@@H]12	90.0	0.6	3.7	97.6	0.5	2.0	-2.6	4.9	8.0
O=C(O)c1cscn1	103.4	-0.2	1.6	96.5	4.2	0.0	-2.0	-0.3	-2.4
CC(=O)N(CN1C(=O)c2ccccc2C1=O)c1ccccc1	103.3	-0.9	-4.2	105.8	-16.6	0.0	-3.0	0.7	4.7
CCOCC(=O)Nc1ccc(S(=O)(=O)NCC2CCCO2)cc1 (centres undefined)	101.4	1.3	-2.8	96.7	-1.1	nt	4.3	-4.3	-0.3
COc1ccc(NC(=O)c2ccc(S(=O)(=O)N3CCCCC3)cc2)c(OC)c1	95.1	1.4	-0.1	85.0	7.2	0.0	8.2	3.7	4.9
FC(F)(F)c1nc2nncn2c2c1CCCCC2	92.2	-0.1	0.8	83.9	4.2	0.0	8.9	5.2	0.7
CC(Sc1n[nH]c(N)n1)C(=O)Nc1ccccc1-c1ccccc1 (centres undefined)	105.2	-0.1	-2.3	103.4	-3.3	0.0	-0.3	3.4	1.8
COc1cccc(C2=NOC(C(=O)NC(C)C)C2)c1 (centres undefined)	92.8	-2.0	1.3	90.8	-7.7	0.0	5.0	-5.9	-4.4

Pulled one by one from the entries so far, two records:
SMILES	AGP1 TOR yeast	MEX-5 binding	Fam108B counter	CIT2 TOR yeast	VLA-4 inh	GRK2 aptamer HTS	GLD-1 TGE inh	MCL1-BIM inh	BCLXL inh
CN(Cc1cccc(F)c1)C(=O)CN1C(=O)NC2(CCc3ccccc32)C1=O (centres undefined)	98.1	nt	nt	97.9	3.6	0.0	-3.4	-12.0	0.3
COCCN(C(=O)COC(=O)c1ccccc1Cc1ccccc1)c1c(N)n(Cc2ccccc2)c(=O)[nH]c1=O	90.5	-0.8	-0.8	73.2	2.6	0.0	-0.7	-0.8	-0.8

Screening data deposited in PubChem BioAssay by several laboratories.
